# Kir21 inh: inhibitors of mouse Kir2.1 inward-rectifier potassium channel. AID 1672, 2009. 0.85% of 310,000 active. B-score at 10 µM. Inward rectifier potassium channel 2 (Mus musculus), P35561. HEK293-Kir2.1, FluxOR thallium flux fluorescence; active compounds read low;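 active = fluorescence ratio B-score at or below minus 3 SD of library scores, with starting-brightness B-score within 2 SD, cut at about -4.2 in these data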;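 also: channel flux triggered by added potassium and thallium sulfate stimulus; B-score of peak minus minimum fluorescence over baseline after thallium stimulus; more negative B-score means stronger Kir2.1 block with less thallium influx; some compounds called inactive have numbers as strong as hits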
# Target sequence (P35561 whole entry, looked up): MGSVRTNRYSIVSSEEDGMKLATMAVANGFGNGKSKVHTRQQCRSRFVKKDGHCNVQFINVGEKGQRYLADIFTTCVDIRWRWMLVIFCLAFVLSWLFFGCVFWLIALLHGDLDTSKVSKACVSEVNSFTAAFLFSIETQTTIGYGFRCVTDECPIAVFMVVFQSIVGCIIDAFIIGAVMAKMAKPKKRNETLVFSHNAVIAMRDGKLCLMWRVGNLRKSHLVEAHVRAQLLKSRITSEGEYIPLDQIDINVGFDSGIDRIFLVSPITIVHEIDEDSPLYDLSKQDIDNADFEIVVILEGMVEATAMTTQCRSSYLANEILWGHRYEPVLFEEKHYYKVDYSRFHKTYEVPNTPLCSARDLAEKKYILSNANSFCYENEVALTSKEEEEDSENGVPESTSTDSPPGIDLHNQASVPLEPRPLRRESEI
# STK33 kinase inh: inhibitors of purified STK33 kinase, primary screen, biochemical, ADP-Glo luminescence, homogeneous, cell-free; Serine/threonine-protein kinase 33 (Homo sapiens), Q9BYT3; MBP phosphorylation; inhibition, % at 10 µM; 0.073% of 320,000 active;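 active = inhibition at or above 25%, using the most active replicate where run in duplicate; inactive = inhibition below 25%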
# Target sequence (Q9BYT3 whole entry, looked up): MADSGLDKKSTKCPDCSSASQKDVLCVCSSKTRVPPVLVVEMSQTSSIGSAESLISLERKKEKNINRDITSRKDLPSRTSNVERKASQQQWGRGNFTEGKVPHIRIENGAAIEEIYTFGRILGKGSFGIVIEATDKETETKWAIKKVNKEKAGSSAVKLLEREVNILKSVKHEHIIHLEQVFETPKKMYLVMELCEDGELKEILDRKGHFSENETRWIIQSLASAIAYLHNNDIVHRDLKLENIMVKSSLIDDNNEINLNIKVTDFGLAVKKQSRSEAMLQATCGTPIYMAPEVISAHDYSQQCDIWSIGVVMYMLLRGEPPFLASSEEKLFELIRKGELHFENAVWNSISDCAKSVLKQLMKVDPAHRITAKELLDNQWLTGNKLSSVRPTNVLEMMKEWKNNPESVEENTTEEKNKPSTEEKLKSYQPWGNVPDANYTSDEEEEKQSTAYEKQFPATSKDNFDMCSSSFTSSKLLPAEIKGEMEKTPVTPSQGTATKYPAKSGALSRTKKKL
# KCNQ2 block: KCNQ2 potassium channel inhibitors, primary screen, cell-based, CHO-K1, FluxOR thallium flux, B-score (AID 2156); B-score at 10 µM; 1.1% of 310,000 active; 20 min; active compounds read low; Potassium voltage-gated channel subfamily KQT member 2 (Rattus norvegicus), O88943;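 active = fluorescence ratio B-score at most minus 3 library SDs, with starting brightness B-score within 2 library SDs, cut at about -5.5 in these data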
# Numbers without * were called inactive; i = inactive; · = no result given.
compound,Kir21 inh,STK33 kinase inh,KCNQ2 block
CCC(=O)Oc1ccc(NC(=O)c2ccco2)cc1,1.4,-1.2,i
c1coc(-c2ccnc3ncnn23)c1,1.6,-1.5,i
COc1ccc(S(=O)(=O)N2CCOC2CNC(=O)C(=O)NCCCc2ccccc2)cc1 (stereo not given),1.1,-0.9,i
O=C(O)c1ccc(Nc2cccc(F)c2)c([N+](=O)[O-])c1,-1.8,-0.3,i
CC(=O)c1sc2nsc(SCCN3CCCC3)c2c1N,-0.16,2.7,i
COC(=O)c1sccc1NC(=O)c1c(Cl)cnn1C,-1.8,-0.7,i
Cc1cc(NC(=O)c2cc(-c3cccc(OCC(C)C)c3)nc3ccccc23)no1,-1.7,-0.2,-11*
O=C(c1ccc2c(c1)CCN2S(=O)(=O)c1ccccc1)N1CCN(c2ccc(F)cc2)CC1,1.3,-0.5,i
COCCCNC(=O)CSc1nc2ccccc2c(=O)n1CCc1ccc(S(N)(=O)=O)cc1,-1.3,-0.7,i
N#C/C(=C\c1ccccc1OCC(=O)O)c1nc2ccccc2[nH]1,0.14,3.5,i
Nc1nc(Br)c2ccccc2c1-c1ccccc1,-0.03,1.4,i
O=C(N/N=C/c1sc(=O)[nH]c1-[n+]1ccc2ccccc2c1)c1ccccc1[O-],0.48,-1.3,i
c1ccc(CC2CCN(Cc3ccccn3)CC2)cc1,0.92,-1.1,i
O=C(NC1CCCC1)c1ccc(Br)o1,-0.51,-0.6,i
Cc1ccc2nc(N3CCN(c4ccccc4)CC3)c(C=O)c(=O)n2c1,-0.6,-1.2,i
Cc1cc(S(=O)(=O)Nc2c(C)nn(C)c2C)c(Cl)cc1Cl,-1.6,2.7,i
Cc1nn(-c2nnc(NCc3ccccc3)nn2)c(C)c1Br,-0.01,5.2,i
O=C(N/N=C\c1cccnc1)c1cc(-c2ccccc2)nc2c(Cl)cccc12,-1.8,-0.5,i
COn1c(-c2ccc(Cl)cc2Cl)nc2ncccc21,2.2,-1.7,i
O=C(OCc1ccc(O)cc1)c1c(-c2ccsc2)oc2ccc(N3CCOCC3)cc12,1,-1.0,i
CC(=O)Nc1cccc(NC(=O)c2cccc(-c3ccc(O)cc3)c2)c1,-0.73,4.7,i
Nc1ncnc2c1ncn2C1OC(CO)C(O)C1O (stereo not given),1.7,1.5,i
O=S(=O)(c1cccc(Br)c1)N1CCN(CCc2ccccc2)CC1,0.38,-0.1,i
N#C/C(C(=O)NCc1ccco1)=C1/SC=C(c2ccccc2)N1c1ccccc1,0.33,-0.6,i
O=C(Nc1cc2c(cc1Br)OCCO2)c1cccs1,1.2,1.2,i
Cc1ccc(C(=O)NNC(=O)Cn2ccc(C(F)(F)F)n2)o1,0.81,-1.8,i
CCCCc1c(O)nc(SCC(=O)N2CCCCCC2)[nH]c1=O,0.49,-2.0,i
COc1ccc(S(=O)(=O)n2nc(OC(C)=O)cc2N(C(C)=O)C(C)=O)cc1,-0.01,2.1,i
CC(Cc1ccccc1)NC(=O)C1CCCNC1=O (stereo not given),1.7,-0.9,i
COC(=O)c1ccc(CN2C(=O)NC3(CCCc4ccccc43)C2=O)o1 (stereo not given),1.9,0.2,i
CCn1c(CNC(=O)c2ccco2)nnc1SCC(=O)Nc1cccc(F)c1,-0.95,-0.4,i
Cc1ccc(-n2c(=O)cc(N3CCN(C(=O)c4ccco4)CC3)[nH]c2=O)cc1,-0.37,0.4,i
CCN(CC)S(=O)(=O)c1ccc(Cl)c(C(=O)NC2CCN(Cc3ccccc3)CC2)c1,-1.4,-2.0,i
COc1ccc(S(=O)(=O)Nc2cc(C)cc(C)n2)c2ccccc12,-0.41,3.5,i
COc1ccccc1CNC(=O)COc1ccccc1C,0.29,-0.2,i
O=C(O)COCC(=O)Nc1ccccc1-c1ccccc1,-0.15,0.9,i
Oc1ccc2ccccc2c1C=NCc1ccccc1,0.06,2.7,i
Cc1ccccc1NC(=O)C1C2CCC(O2)C1C(=O)O (stereo not given),1.6,1.4,i
CNC(=O)CCCCCNS(=O)(=O)c1ccc(C)cc1,-0.01,-0.4,i
CSc1nnc(C(C)(C)C)c(=O)n1/N=C/c1ccc(Cl)cc1,0.89,-0.1,i
CN(c1ncnc(N)c1[N+](=O)[O-])C1CCS(=O)(=O)C1 (stereo not given),0.96,-0.9,i
N#CC1=C(N)OC2=C(C(=O)CCC2)C1C1CC=CCC1 (stereo not given),-0.8,-0.1,i
CCCn1nnc(NC(=O)COc2ccc(C3CCCCC3)cc2)n1,1.1,-0.6,i
Cc1c(NC(=O)C(C)OC(=O)CC2CC3CCC2C3)c(=O)n(-c2ccccc2)n1C (stereo not given),1.3,-2.4,i
c1cc2c(cnc3cscc32)s1,0.07,0.8,i
O=C(OCCCCOC(=O)c1ccccc1)c1ccccc1,-1.1,-2.6,i
CCN(CC(=O)NCc1ccc(Cl)cc1)C(=O)Cc1ccc(OC)cc1,0.36,-1.0,i
Cn1nccc1C(=O)N1CCOCC1,0.52,-0.8,i
CC(C)CN1C(=O)C(=O)N(CC(=O)Nc2cc(Cl)ccc2Oc2ccccc2)C1=O,0.08,-0.1,i
O=C(Nc1ccccc1N1CCOCC1)c1csc2c1CCCC2,0.23,·,i
COc1ccc(-c2noc(CNS(=O)(=O)c3ccc(NC(C)=O)cc3)n2)cc1,-1.7,1.1,i
O=C(Nc1ccc(F)cc1)c1cc2ccccc2o1,0.22,0.2,i
Cc1ccc(S(=O)(=O)NCCC(=O)N2CCN(Cc3ccccc3)CC2)cc1,-1.4,-2.3,i
CC1(C(=O)NNC(=O)c2cccc([N+](=O)[O-])c2)CC1(Br)Br (stereo not given),-0.98,2.7,i
CC(=O)Nc1cccc2c1C(=O)N(c1ccc(C)cc1)C2=O,0.47,-2.8,i
O=C(C1CCCN1S(=O)(=O)c1cccc2cccnc12)N1CCN(c2ccccc2)CC1 (stereo not given),1.1,1.2,i
Cc1cccc(NCc2ccccc2)c1,1.8,-0.8,i
COc1ccccc1N1CCN(/N=C/c2ccc(O)cc2O)CC1,-0.16,-0.3,i
O=C(CSc1n[nH]c(-c2cccnc2)n1)Nc1ccc(Cl)cc1,-1.4,6.1,i
CCNc1nc(NC(C)(C)C)nc(Oc2ccc(=O)n(-c3ccccc3)n2)n1,-0.27,0.7,i

# Additional entries.
compound,Kir21 inh,STK33 kinase inh,KCNQ2 block
O=C1CCCN1CC(=O)N1CCCC(N2CCN(c3cccc(Cl)c3)CC2)C1 (stereo not given),0,-0.6,i
CC(C(=O)NCc1cccs1)N1C(=O)c2ccccc2C1=O (stereo not given),-0.01,0.4,i
CCN(CC)CC#CCC1(O)c2ccccc2-c2ccccc21,1,-1.0,i
Clc1ccc(-c2c[nH]c3ccccc23)nn1,0.8,-0.6,i
COC(=O)/C(=C(/F)Sc1cc(C)c(O)c(C)c1)C(F)(F)F,-1.1,-0.1,i
CCOc1ccccc1CNC(=O)CCC(=O)N1Cc2ccccc2Oc2ncccc21,2.1,0.1,i
Cc1ccc(CCNC(=O)c2sc3nc4n(c(=O)c3c2C)CCC4)cc1,-0.55,-0.7,i
Cc1ccc(C)n1-c1ccc(C(=O)/C=C/N(C)C)cc1,-0.66,-0.5,i
O=C(CSc1ccc(Cl)cc1)N1CCN(c2ccc(Cl)cc2[N+](=O)[O-])CC1,-0.36,0.7,i
CN(C)c1nc(OCCNC(=O)COc2ccccc2Cl)nc(N(C)C)n1,-3,0.5,i
O=C1C(Cc2ccc(O)cc2)NC(=S)N1c1ccccc1 (stereo not given),-0.02,-0.5,i
COc1ccc(CC(=O)N2CCCC(C)C2)cc1 (stereo not given),1.2,-1.3,i

# Single records, as listed above:
# Record of COc1ccc(CC(=O)N2CCCC(C)C2)cc1 (stereo not given) → Kir21 inh = 1.2; STK33 kinase inh = -1.3; KCNQ2 block = i
# Record of COC(=O)/C(=C(/F)Sc1cc(C)c(O)c(C)c1)C(F)(F)F → Kir21 inh = -1.1; STK33 kinase inh = -0.1; KCNQ2 block = i

# (continued)
compound,Kir21 inh,STK33 kinase inh,KCNQ2 block
CCC(=O)NCCc1nc2cc(NC(=O)c3ccc(F)cc3)ccc2n1C,0.57,-2.3,i
CCOc1cc(/C=C2\C(=O)N(c3nc(-c4ccc(Br)cc4)cs3)N=C2c2ccccc2)ccc1O,-1.3,-0.3,i
COc1ccc2cc(CN(CC3CCCO3)S(=O)(=O)c3ccc(C(C)=O)cc3)c(=O)[nH]c2c1 (stereo not given),0.99,2.1,i
O=C(CSc1nc2c(c(=O)n1-c1ccc(Br)cc1)SCC2)NCC1CCCO1 (stereo not given),1.5,-6.9,i
Cc1ccc(NC(=O)C2CCN(S(=O)(=O)c3cccc4cccnc34)CC2)nc1,-1.4,1.6,i
CCC1(C)Cc2ccccc2-c2c1c(=O)n(-c1ccc(C)cc1)c1nnnn21 (stereo not given),0.29,-0.5,i
O=C(CSc1nnc(CNC(=O)c2ccco2)o1)Nc1ccccc1F,0.76,-0.8,i
COc1cccc(-c2cc3nc(-c4ccccc4)cc(N4CCCC(O)C4)n3n2)c1 (stereo not given),0.83,-0.5,i
Cc1ccc2[nH]cc(CCNC(=O)c3ccc([N+](=O)[O-])cc3)c2c1,0.67,-0.9,i
CCN(CC)C(=O)c1ccc(COc2ccccc2Cl)o1,-1.7,0.6,i
CC(=O)Nc1ccc2nc(-c3cccs3)[nH]c2c1,-1.2,0.4,i
CCOc1ccc(NS(=O)(=O)c2cc(OC)ccc2OC)cc1,-0.2,-1.2,i
CC(C)C(OC(=O)c1cc2occc2n1C)C(=O)NCc1ccc2c(c1)OCO2 (stereo not given),-0.09,-0.1,i
N#Cc1c(N)oc(-c2cccs2)c1-c1cccs1,-0.52,0.6,i
CSc1nnc(N2C(=O)C(O)=C(C(=O)c3ccco3)C2c2ccc(F)cc2)s1 (stereo not given),-2.7,-0.6,i
O=C(CN1CCN(c2cccc(Cl)c2)CC1)Nc1nccs1,-0.28,0.7,i
CN1CCN(c2nc(-c3cccs3)nc3ccccc23)CC1,0.45,1.7,i
C/C(=N\NC(=O)Cc1cccn1C)c1cccs1,0.21,-2.2,i
O=C(OCC(=O)N1CCc2ccccc2C1)c1cccc([N+](=O)[O-])c1,-0.46,0.8,i
CCOC(=O)c1cc2sccc2n1CC(=O)Nc1ccc(OC)cc1OC,-1.6,-1.5,i
CCOC(=O)C1(Cc2ccccc2Cl)CCN(C(=O)c2cc(C)on2)CC1,-0.46,-1.0,i
O=C(c1ccc(C(F)(F)F)cc1)N1CCC(=O)N(C(COCc2ccc(C(F)(F)F)cc2)Cc2ccccc2)CC1 (stereo not given),0.03,-0.5,i
CC(C)(C)OC(=O)NCCCC[C@H](NC(=O)c1nc[nH]c1C(=O)NCC(=O)OCc1ccccc1)C(=O)OC(C)(C)C,-1.2,4.2,i
O=C1CC(=O)Nc2cc(S(=O)(=O)N3CCN(c4ccc([N+](=O)[O-])cc4)CC3)ccc2N1,0.11,-1.5,i

# Three compounds already listed, ordered by the value under STK33 kinase inh, lowest first.
compound,Kir21 inh,STK33 kinase inh,KCNQ2 block
CC(=O)Nc1cccc2c1C(=O)N(c1ccc(C)cc1)C2=O,0.47,-2.8,i
O=C(Nc1ccc(F)cc1)c1cc2ccccc2o1,0.22,0.2,i
CC1(C(=O)NNC(=O)c2cccc([N+](=O)[O-])c2)CC1(Br)Br (stereo not given),-0.98,2.7,i

# (list continues)
compound,Kir21 inh,STK33 kinase inh,KCNQ2 block
CCc1ccnc(NC(=O)NS(=O)(=O)c2ccc(C)cc2)c1,-0.57,-0.4,i
COC(=O)c1sccc1NC(=O)c1cccnc1,0.76,3.6,i
CC(NC(=O)CCNS(=O)(=O)c1cccc2nonc12)c1ccccc1 (stereo not given),-1.2,-0.8,i
Cc1cc(NS(=O)(=O)c2ccc(-c3ccccc3)cc2)no1,1.8,-1.8,i
O=C(NC1=NCCS1)C1CCCCC1,0.32,1.3,i
Cc1ccc(C(=O)Nc2cccc(O)c2)cc1S(=O)(=O)N1CCCCCC1,-0.56,1.0,i
O=C(O)[C@@H]1CCCN1C(=O)CCc1c[nH]c2ccccc12,0.01,-0.1,i
C=CCn1c(-c2ccc([N+](=O)[O-])cc2)n[nH]c1=S,-0.53,-0.6,i
Cc1c(C(=O)NC2CC(=O)N(c3ccc4c(c3)OCCO4)C2)cccc1[N+](=O)[O-] (stereo not given),0.75,0.2,i
Cc1cc(C)cc(C(=O)NCC(=O)OCC(=O)Nc2cccnc2Cl)c1,0.9,0.5,i
O=C(c1cccs1)N1CCN(c2cccc(Cl)c2)CC1,0.14,-1.4,i
CC(C)OC(=O)c1ccc(COC(=O)CNC(=O)c2ccco2)cc1,-0.07,-0.3,i
COc1ccc(NC(=O)CN(C)C(=O)Cn2c(=O)oc3ccccc32)cc1,1.4,-0.7,i
O=C(Nc1ccc(Br)cc1F)C1CCCO1 (stereo not given),1.1,-1.1,i

# Screens as filed in PubChem BioAssay.
